Compound activity (PubChem BioAssay)
DAX1 inh-1: inhibitors of DAX1 repression of SF-1 activated StAR promoter | inhibition, % at 6.8 µM | AID 652010 | actives 1.1% (n = 370,000) | HEK293T StAR-luciferase reporter, SF-1/DAX-1 repression relief;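 active means inhibition above the mean over all tested compounds plus 3 SD, cut at about 3.6% in these data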;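 further: 0% = DAX-1 cells with DMSO and 100% = cells lacking DAX-1 with DMSO; higher inhibition means more luminescence from relief of DAX-1 repression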
ADAM17 inh: ADAM17 inhibition, QFRET primary screen. P78536. recombinant ADAM17, EDANS/DABCYL FRET peptide cleavage. inhibition, % at 6.95 µM. actives 0.83% (n = 370,000). AID 720648;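 active means inhibition above the mean of compounds lying between control limits plus 3 SD, set per campaign, cut at about 8.5% in these data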;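 further: 0% = DMSO-only wells as the low control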
hgDAF-12 ag: hgDAF-12 agonism, primary luciferase screen | AID 687014 | activation, % at 6.8 µM | actives 1.8% (n = 370,000) | HEK293 GAL4-hgDAF12 UAS-luciferase reporter, agonist luminescence; normalized to butyrate control;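 active means activation above a cutoff set at the mean of all screened compounds plus 3 SD, cut at about 10% in these data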;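 further: 0% = DMSO wells and 100% = sodium butyrate wells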
sPLA2-III inh: Inhibits HGIII-sPLA2 liposome hydrolysis, primary screen; actives 0.56% (n = 370,000); inhibition, % at 12.2 µM; QFRET BODIPY PC-A2 liposome hydrolysis, fluorescence; Q9NZ20;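 active means inhibition above mean plus 3 SD of compounds lying within the high and low control bounds, cut at about 19% in these data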;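 further: 0% = median of test compound wells and 100% = no enzyme DMSO wells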
Target sequence (Q9NZ20 whole entry, looked up): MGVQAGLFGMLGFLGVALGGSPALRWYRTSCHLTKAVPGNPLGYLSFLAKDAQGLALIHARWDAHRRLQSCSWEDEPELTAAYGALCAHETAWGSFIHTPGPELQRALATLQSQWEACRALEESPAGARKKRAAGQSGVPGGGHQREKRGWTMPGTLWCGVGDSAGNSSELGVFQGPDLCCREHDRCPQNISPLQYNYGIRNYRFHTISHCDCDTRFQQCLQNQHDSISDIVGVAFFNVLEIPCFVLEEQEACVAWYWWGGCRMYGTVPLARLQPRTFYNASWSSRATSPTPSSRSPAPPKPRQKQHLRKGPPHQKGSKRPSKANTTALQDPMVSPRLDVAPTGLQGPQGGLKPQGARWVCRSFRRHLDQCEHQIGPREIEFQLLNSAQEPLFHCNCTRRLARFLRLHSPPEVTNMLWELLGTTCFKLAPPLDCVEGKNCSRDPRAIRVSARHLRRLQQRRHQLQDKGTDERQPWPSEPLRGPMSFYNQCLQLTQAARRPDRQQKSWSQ
PLC-beta3 inh: blocks human PLC-beta3 enzyme activity. AID 720704. Purified PLC-beta3, fluorogenic substrate, fluorescence. actives 0.18% (n = 370,000). inhibition, % at 12.2 µM. Q01970; in the data active means inhibition above about 11%;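 further: 0% = median of compound wells on plate and 100% = full blocker control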
ADAM10 inh: inhibitors of human ADAM10. inhibition, % at 7 µM. recombinant ADAM10, EDANS/DABCYL FRET peptide cleavage, 3 h. O14672. AID 720582. actives 0.62% (n = 370,000);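 active means inhibition above a per-campaign cutoff equal to the mean of compounds falling between control-based bounds plus 3 SD, cut at about 20% in these data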;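 further: 0% = DMSO wells while the 100% control is not disclosed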
FXN GAA850 act: activators of GAA850 frataxin (FXN) promoter | HEK293 lucGAA850 FXN promoter luciferase reporter, 24 h; percent of 10 µM SAHA response | activation, % at 6 µM | actives 0.56% (n = 360,000) | AID 540364;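 active means activation above the average of all compounds screened plus 3 SD, cutoff fixed separately per campaign, cut at about 7.5% in these data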;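 further: 0% = DMSO wells and 100% = 10 µM SAHA wells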
hcDAF-12 act: H. contortus DAF-12 activation, primary screen. HEK293 hcDAF-12 lit1-tk-luc reporter, luminescence; 0% DMSO, 100% Δ7-dafachronic acid. activation, % at 6.8 µM. actives 1.4% (n = 370,000);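 active means activation above the mean of all tested compounds plus 3 SD, cut at about 5.5% in these data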;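 further: 100% = response to 3 µM Δ7-dafachronic acid high control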
PLCg1 inh: PLC-gamma1 (human) inhibition, primary screen. purified PLC-gamma1, fluorogenic substrate, fluorescence. inhibition, % at 12.2 µM. actives 0.84% (n = 370,000); in the data active means inhibition above about 9.5%
DAX1 inh-2: inhibitors of human orphan nuclear receptor DAX1 (NR0B1); P51843; HEK293 Gal4-DAX1 luciferase reporter, luminescence; inhibition, % at 6.75 µM; actives 0.99% (n = 340,000); AID 504766;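 active means inhibition above the mean over all tested compounds plus 3 SD, cut at about 4.2% in these data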;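 further: 0% = DAX1-transfected cells with DMSO and 100% = empty-vector control cells with DMSO; inhibition shows as a rise in luminescence from relieved DAX1 repression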
Target sequence (P51843 207-470 limits assumed): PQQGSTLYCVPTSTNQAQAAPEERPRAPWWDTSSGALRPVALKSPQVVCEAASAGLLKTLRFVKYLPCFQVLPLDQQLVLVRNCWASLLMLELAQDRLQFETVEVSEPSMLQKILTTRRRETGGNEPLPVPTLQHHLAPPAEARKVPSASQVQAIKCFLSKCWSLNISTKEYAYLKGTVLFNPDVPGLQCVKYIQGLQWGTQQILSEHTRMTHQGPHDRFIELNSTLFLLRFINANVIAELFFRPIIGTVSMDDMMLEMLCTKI
ssDAF12 agonist: activates DAF-12 receptor from parasite S. stercoralis; AID 652126; actives 1% (n = 370,000); HEK293 ssDAF-12/GRIP1 lit1-tk-luc reporter, luminescence; % of 3 µM dafachronic acid response; activation, % at 6.8 µM;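 active means activation above the mean over all tested compounds plus 3 SD, cut at about 0.9% in these data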;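 further: 0% = DMSO-only wells and 100% = 3 µM delta7-dafachronic acid wells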
An asterisk follows results filed as active; i = inactive; nt = not tested or not shown.

A first look:
SMILES	DAX1 inh-1	ADAM17 inh	hgDAF-12 ag	sPLA2-III inh	PLC-beta3 inh	ADAM10 inh	FXN GAA850 act	hcDAF-12 act	PLCg1 inh	DAX1 inh-2	ssDAF12 agonist
CN(C)CCN(Cc1cc2cc3c(cc2[nH]c1=O)OCO3)C(=S)NCc1ccco1	0.9	-73	1.8	2	-18	-188	-0.3	0.8	-17	1.1	-1.4
CCOC1=C2CN(S(=O)(=O)c3ccc(C)cc3)[C@@H](c3cccc4ccccc34)C[C@H]2[C@H]2C(=O)N(c3ccccc3)C(=O)[C@H]2C1	2.2	-1	1.0	5	-1	-3	nt	0.4	-1	nt	-0.9
O=c1[nH]c(=S)[nH]c2c1[C@H](C1CC1)O[C@H](CCc1ccccc1)C2	-1.6	-7	1.1	6	-3	-12	nt	-1.1	-5	nt	-1.1
O=C(Cn1cnc2scc(-c3ccc(Cl)cc3)c2c1=O)N1CCOCC1	0.5	0	-0.6	-1	-4	7	0.7	-1.9	0	0.7	-0.5

The whole of this part (from the top)
SMILES	DAX1 inh-1	ADAM17 inh	hgDAF-12 ag	sPLA2-III inh	PLC-beta3 inh	ADAM10 inh	FXN GAA850 act	hcDAF-12 act	PLCg1 inh	DAX1 inh-2	ssDAF12 agonist
CN(C)CCN(Cc1cc2cc3c(cc2[nH]c1=O)OCO3)C(=S)NCc1ccco1	0.9	-73	1.8	2	-18	-188	-0.3	0.8	-17	1.1	-1.4
CCOC1=C2CN(S(=O)(=O)c3ccc(C)cc3)[C@@H](c3cccc4ccccc34)C[C@H]2[C@H]2C(=O)N(c3ccccc3)C(=O)[C@H]2C1	2.2	-1	1.0	5	-1	-3	nt	0.4	-1	nt	-0.9
O=c1[nH]c(=S)[nH]c2c1[C@H](C1CC1)O[C@H](CCc1ccccc1)C2	-1.6	-7	1.1	6	-3	-12	nt	-1.1	-5	nt	-1.1
O=C(Cn1cnc2scc(-c3ccc(Cl)cc3)c2c1=O)N1CCOCC1	0.5	0	-0.6	-1	-4	7	0.7	-1.9	0	0.7	-0.5
COc1ccc(CCNC(=O)Nc2cccc([N+](=O)[O-])c2)cc1OC	0.7	3	-1.5	-2	2	6	-2.4	-1.5	-1	0.7	-1.8
O=C(NC(=S)NCCOCc1ccc(Cl)cc1)c1cccnc1	-0.8	1	0.3	17	0	-7	2.7	-0.2	1	0.2	-0.7
FC(F)(F)c1nnc(-c2ccccc2)nc1N1CCCC1	-0.4	-4	-0.2	3	-53	-7	1.4	0.0	2	2.1	-1.6
CC(C)(C)OC(=O)N1CCC(C(=O)N2CCC[C@H]2C(=O)O)CC1	-0.4	-2	-0.5	3	5	6	-1.9	0.8	6	1.4	-1.0
CC1(C)Nc2cccc3cccc(c23)N1	-0.3	-4	-2.2	18	-23	-4	1.1	0.9	-17	-0.5	-0.1
CC(C)N(C(=O)CSc1nc2ccccc2c(=O)[nH]1)C(C)C	0.6	-1	0.2	6	-3	-1	-0.7	-0.3	-1	0.2	-1.7
C=C(NC(=O)C(=C)NC(=O)c1csc(C2=NC3c4csc(n4)C4NC(=O)c5csc(n5)C(C(C)(O)C(C)O)NC(=O)C5CSC(=N5)/C(=C/C)NC(=O)C(C(C)O)NC(=O)c5csc(n5)C3(CC2)NC(=O)C(C)NC(=O)C(=C)NC(=O)C(=C)NC(=O)C(C(C)C)NC2C=Cc3c(C(C)O)cc(nc3C2O)C(=O)OC4C)n1)C(N)=O (centres undefined)	-7.2	3	-10	-20	-65	2	-4.1	-2.6	-44	-3.5	-0.8
N#Cc1ccc(C(=O)NC(=S)N2CCOCC2)cc1	2.1	2	0.5	8	0	-12	0.1	-0.6	2	0.1	0.1
O=C(OCc1ccccc1)/C(=C/c1cccc(Br)c1)NC(=O)c1ccco1	-3.3	4	-2.8	-6	-4	4	-1.0	-3.3	0	0.3	-1.8
Cc1ccnc(SCc2cc(=O)c(OC(=O)c3ccc(C)c([N+](=O)[O-])c3)co2)n1	nt	-2	0.3	12	0	-7	nt	-0.9	2	nt	-1.4
O=C(NCC(=O)N(c1ccc(F)cc1)C(C(=O)NC1CCCC1)c1cccnc1)c1cccs1 (centres undefined)	0.6	-2	-3.1	-1	0	-4	0.2	0.0	1	-0.5	-1.2
CCc1ccc(N2CC(C(=O)N3CCN(c4ccc([N+](=O)[O-])cc4)CC3)CC2=O)cc1 (centres undefined)	-0.9	-6	-0.8	10	-1	-10	0.9	-0.6	1	-0.7	-1.3
O=C(c1ccccc1)c1ccc(C(=O)N2CCOCC2)cc1	0.2	-4	0.6	-3	1	1	1.1	-2.7	1	0.6	-0.4
Cc1ccc(OCc2nnc(SCC(=O)O)n2N)cc1	0.0	-5	-2.6	5	-2	-8	0.0	0.0	-2	1.4	-1.3
COc1ccccc1NC(=O)c1oc2ccccc2c1NC(=O)C1CC1	-2.0	-2	2.7	4	-18	2	-2.5	0.1	1	-1.2	-1.0
CCOc1ccccc1NC(=O)c1ccc2c(c1)C(=O)N(C(C)(C)C)C2=O	0.1	-3	-0.3	0	-3	-1	3.2	-0.1	2	-0.6	-0.9
O=C(CN(Cc1ccccc1F)C(=O)c1csnn1)NC1CCCCC1	-0.2	-1	-2.4	4	-3	3	-0.4	-1.5	3	-0.2	-1.6
CCCC(=O)c1ccc(N2CCN(S(=O)(=O)c3ccccc3)CC2)c(F)c1	0.7	0	2.3	9	3	10	1.1	-0.5	3	0.5	-0.7
CN(CC(=O)Nc1ccc(N2CCOCC2)cc1)C(=O)Cc1ccccc1	1.3	-5	0.7	5	-4	-1	0.1	0.8	2	-0.9	-1.4
Cc1ccc(-c2cn(S(=O)(=O)c3cccc([N+](=O)[O-])c3)nc2N)cc1	-1.3	-2	0.7	8	3	7	2.9	-2.6	11*	0.5	-1.6
CN(C(=O)COc1ccccc1)c1nnc(C23CC4CC(CC(C4)C2)C3)s1	-0.8	0	5.7	0	6	10	-0.1	-2.8	-1	0.9	-1.2
OCCNc1ncnc2c1ncn2[C@H]1CN(Cc2ccco2)C[C@@H](CO)O1	-1.0	-1	-2.5	1	2	-12	3.0	0.1	2	nt	-0.8
C(=C\c1ccccc1)/C=N/Nc1nc(N2CCCCC2)nc(N2CCCCC2)n1	-0.3	-4	-0.9	-2	0	8	-1.1	-1.1	0	0.1	-0.2
Cc1ccc(-c2cccc(C3CC=CC4C3C(=O)N(Cc3ccccc3)C4c3cc(C)ccc3F)c2)cc1 (centres undefined)	-0.1	0	0.8	4	1	-1	1.8	-0.4	0	0.7	-0.4
COc1ccc(C(=O)CC(=O)C(=O)Nc2cccc(F)c2)cc1	0.1	0	2.5	-2	-7	4	1.1	-2.0	0	0.3	-1.2
O=C(NN=C1CCCCCCC1)c1ccc(F)cc1	0.7	-5	4.6	7	-1	-2	5.0	0.3	0	0.4	-0.8
COCc1cc(C)nc(SCC(=O)Nc2ccccc2C)c1C#N	-0.6	-5	0.3	3	-2	10	-0.7	-0.1	0	1.1	-0.8
CN(C)CC/C=C1\c2ccccc2COc2ccccc21	-0.6	-4	-0.1	-3	0	-5	-1.4	2.4	0	0.6	-1.2
CCC(OC(=O)c1cc2sccc2n1C)C(=O)NCC1CCCO1 (centres undefined)	-0.8	0	-1.3	-1	-2	3	0.6	-1.8	2	-0.5	-1.2
C#CCN(C[C@@H](CC(C)C)NC(=O)OC(C)(C)C)S(=O)(=O)c1ccc(Br)cc1F	0.6	-2	3.1	2	5	1	3.8	-0.4	2	0.9	-1.1
CC(=O)N1CCN(Cc2nc3cc(NC(=O)c4ccccc4)ccc3n2C)CC1	0.2	-1	0.0	-3	0	4	0.9	-0.2	-1	-0.9	-0.7
Nc1cc(N)nc(SCCOc2ccccc2)n1	1.2	4	7.2	-3	1	8	6.4	0.9	0	0.7	-0.7
CS(=O)(=O)c1ccccc1C(=O)Nc1ccc(-c2nc3ccccc3[nH]2)cc1	0.2	3	8.3	-2	-9	6	3.6	1.7	0	0.6	-1.1
COc1ccc(NC(=O)CCNC(=O)c2ccco2)cc1Cl	0.2	-3	-2.8	4	-6	-4	1.6	-1.8	1	0.0	-1.3
N#Cc1cc(-c2ccc(Cl)cc2)cnc1Sc1ccccc1	-0.9	-2	-0.7	2	5	5	1.7	0.3	2	-0.3	-0.2
C=CCNCCCCOc1ccccc1	1.0	-3	0.3	3	-3	-3	2.5	-0.4	-3	0.3	-1.1
COc1ccc(C(=O)Nc2nccs2)cc1OC	-0.5	0	6.6	3	4	7	3.3	-0.4	5	2.1	-0.9
CCN(CC)C(=O)Cn1cc(C(=O)C(=O)N2CCCc3ccccc32)c2ccccc21	0.9	-6	-2.8	4	-6	-2	-1.1	-0.4	1	0.4	-1.0
Cc1c[nH]c2cccc(-c3cc4ccccc4o3)c12	0.4	-263	4.4	-41	i	i	nt	2.5	-440	nt	0.0
CCOC(=O)c1ccc(NS(=O)(=O)N2CCCCCC2)cc1	0.6	0	-0.8	-18	2	10	2.4	0.0	1	1.8	-1.2
COc1ccc(NC(C)=O)cc1NS(=O)(=O)c1cn(C)c(=O)n(C)c1=O	0.9	-8	4.3	6	-17	-26	-0.4	1.2	-20	0.1	-0.4
COc1cc(CN2C[C@@H](CO)O[C@@H](n3cnc4c(NCc5ccc(F)cc5)ncnc43)C2)cc(OC)c1OC	-0.3	-1	-0.4	-21	4	0	-0.5	-1.8	1	nt	-0.8
CCOC(=O)CNc1ncnc2nc[nH]c12	1.1	5	0.8	1	4	-8	-1.3	-1.9	4	0.7	-1.2
Cc1ccc(C)c(NC(=S)NCc2cccs2)c1	-0.6	-1	0.0	16	0	-2	-0.9	-0.6	0	-0.5	-1.0
Nc1ccccc1-c1nnc(SCc2ccccc2Cl)[nH]c1=O	-0.5	1	2.8	9	-8	7	1.8	1.4	-3	0.6	-0.7
Cc1ccc(NC(=O)CSC2=C(C#N)C(c3ccc4c(c3)OCO4)C3=C(CCCC3=O)N2)c(C)c1 (centres undefined)	-1.1	-2	0.7	-5	-16	-2	-1.6	-1.1	-11	-0.5	-0.5
O=S1(=O)c2ccc(N3CC[C@H](O)C3)cc2O[C@H]2CCN1C2	-1.8	-7	-1.6	4	-4	-4	nt	1.3	1	nt	-1.5
CC(=O)NNC(=O)CCn1nnc2ccccc21	-0.4	-6	1.9	-2	-8	-3	-2.4	0.9	0	1.4	-2.1
CCOC(=O)N1CCC(N2CCN(c3ccccc3)CC2)CC1	-0.1	-3	1.0	1	-3	1	3.4	-2.0	2	-1.5	-1.4

A draw from above in order of count of non-hydrogen atoms, lowest first.
SMILES	DAX1 inh-1	ADAM17 inh	hgDAF-12 ag	sPLA2-III inh	PLC-beta3 inh	ADAM10 inh	FXN GAA850 act	hcDAF-12 act	PLCg1 inh	DAX1 inh-2	ssDAF12 agonist
O=C(c1ccccc1)c1ccc(C(=O)N2CCOCC2)cc1	0.2	-4	0.6	-3	1	1	1.1	-2.7	1	0.6	-0.4
CCN(CC)C(=O)Cn1cc(C(=O)C(=O)N2CCCc3ccccc32)c2ccccc21	0.9	-6	-2.8	4	-6	-2	-1.1	-0.4	1	0.4	-1.0
O=C(NCC(=O)N(c1ccc(F)cc1)C(C(=O)NC1CCCC1)c1cccnc1)c1cccs1 (centres undefined)	0.6	-2	-3.1	-1	0	-4	0.2	0.0	1	-0.5	-1.2
